KDM5B inh = Primary screen for KDM5B Histone Demethylases FDH-coupled qHTS; Lysine-specific demethylase 5B (Homo sapiens), Q9UGL1; Potency, µM (series often up to 57.7 µM), for inactives: top-dose activity change, negative = inhibition, actives largely listed as inhibitors; KDM5B demethylase, FDH-coupled NADH fluorescence (FDH is formaldehyde dehydrogenase); 220,000 compounds, 2.6% hits; active = well fitted inhibition curve with a large enough effect; inconclusive = small, poorly fitted or top-dose-only effect; inactive = no such curve, though single readings can be large or run the other way; note: 0% is about no effect; nearly all actives have a fitted effect of over 70% in size
Target sequence (Q9UGL1 whole entry, looked up): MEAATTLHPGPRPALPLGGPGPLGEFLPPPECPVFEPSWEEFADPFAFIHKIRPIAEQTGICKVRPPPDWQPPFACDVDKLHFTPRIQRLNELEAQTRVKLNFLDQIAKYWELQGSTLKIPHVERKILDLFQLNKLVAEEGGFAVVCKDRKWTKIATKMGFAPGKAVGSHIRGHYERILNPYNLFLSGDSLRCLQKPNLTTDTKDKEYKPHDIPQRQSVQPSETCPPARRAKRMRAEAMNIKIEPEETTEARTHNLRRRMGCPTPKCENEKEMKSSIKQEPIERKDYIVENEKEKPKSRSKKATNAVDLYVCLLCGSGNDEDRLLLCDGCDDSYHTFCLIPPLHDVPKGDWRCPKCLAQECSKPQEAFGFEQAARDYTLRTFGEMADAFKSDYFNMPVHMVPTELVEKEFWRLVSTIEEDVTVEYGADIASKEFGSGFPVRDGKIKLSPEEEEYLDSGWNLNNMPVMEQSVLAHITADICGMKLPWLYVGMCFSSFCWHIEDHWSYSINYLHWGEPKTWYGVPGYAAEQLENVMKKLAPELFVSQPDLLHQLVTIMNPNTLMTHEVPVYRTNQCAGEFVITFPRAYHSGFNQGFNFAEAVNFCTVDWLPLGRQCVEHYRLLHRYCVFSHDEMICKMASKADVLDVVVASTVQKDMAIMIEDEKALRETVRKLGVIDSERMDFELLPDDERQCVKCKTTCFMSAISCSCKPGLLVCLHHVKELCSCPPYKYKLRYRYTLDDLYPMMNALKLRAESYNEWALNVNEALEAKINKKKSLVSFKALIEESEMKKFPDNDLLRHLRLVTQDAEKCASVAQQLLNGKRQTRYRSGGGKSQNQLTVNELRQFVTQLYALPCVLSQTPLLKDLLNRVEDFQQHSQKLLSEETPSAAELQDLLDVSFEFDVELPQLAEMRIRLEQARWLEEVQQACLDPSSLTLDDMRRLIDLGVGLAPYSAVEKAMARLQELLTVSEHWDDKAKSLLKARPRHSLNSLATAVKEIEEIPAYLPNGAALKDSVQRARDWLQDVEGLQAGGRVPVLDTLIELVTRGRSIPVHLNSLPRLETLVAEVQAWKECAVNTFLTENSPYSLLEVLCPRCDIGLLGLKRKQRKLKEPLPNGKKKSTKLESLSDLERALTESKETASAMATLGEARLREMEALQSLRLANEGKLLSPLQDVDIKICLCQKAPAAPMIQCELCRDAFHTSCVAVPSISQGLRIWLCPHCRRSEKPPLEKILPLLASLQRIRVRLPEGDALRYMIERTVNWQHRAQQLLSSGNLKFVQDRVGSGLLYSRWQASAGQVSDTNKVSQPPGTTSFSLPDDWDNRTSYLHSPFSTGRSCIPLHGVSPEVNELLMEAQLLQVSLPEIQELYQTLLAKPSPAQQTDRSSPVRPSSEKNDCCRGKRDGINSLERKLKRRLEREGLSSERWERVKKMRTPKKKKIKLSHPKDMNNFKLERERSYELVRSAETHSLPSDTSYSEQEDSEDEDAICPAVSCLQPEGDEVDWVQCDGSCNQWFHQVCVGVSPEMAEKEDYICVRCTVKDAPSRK
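Inhibition is measured as reduced NADH fluorescence generation from FDH coupling to formaldehyde release. Truncated KDM5BΔAP at 200 nM final acts on H3K4me3 peptide (12.5 µM in substrate mix) in pH 7.5 HEPES buffer with Tween-20, 30 min, room temperature.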
* marks the source's active call; other numbers are inactive results; u = inconclusive; [ ] = dose if it differs, or a comment. Potency is the fitted concentration of half-maximal effect. Some of the compounds tested (hit frequency here may not be typical).

SMILES	KDM5B inh
CCN(CC)C(=O)c1cc(-c2ccc(Br)cc2)nc2ccccc12	-14%
O=C(Nc1ccc(N2CCOCC2)cc1)C1CN(S(=O)(=O)C2CC2)CC12CCCCC2 (stereo unspecified)	u
COc1cc2c(cc1OC)/C(=C/S(=O)(=O)c1cccc(C)c1)NCC2	u
CC(C)c1ccc(CC(=O)N2CCCc3ncc(C(=O)NCc4cccc(Cl)c4)cc32)cc1	-21%
Cc1ccc(-n2c(SCC(=O)Nc3ccc(F)c(Cl)c3)nc3c(=O)[nH]cnc32)cc1	12%
COc1cccc(CC(=O)NCCC2CCN(C(=O)Nc3ccccc3C)CC2)c1	4%
CNS(=O)(=O)Cc1ccccc1CNC(=O)c1cc(Br)ccc1Cl	21%
CC1CCc2nc3ccccc3c(C(=O)NC3CCCCCC3)c2C1 (stereo unspecified)	-13%
CNC(=O)NC[C@H]1CCN(Cc2ccccc2C#N)C[C@H]1N(C)C	4%
CC1CCCN(C(=O)CN2CCCc3nc(-c4ccccc4)ncc3C2=O)C1 (stereo unspecified)	7%
CCc1ccccc1NC(=O)c1nc(-c2ccncc2)no1	-5%
COC(=O)C(C)Oc1ccc2c(-c3ccccc3)cc(=O)oc2c1 (stereo unspecified)	18%
CC1CCC(NC(=O)c2ccc3ccccc3n2)CC1 (stereo unspecified)	-12%
COc1ccc(NC(=O)c2ccc(C)cc2)c[n+]1[O-]	u
Cc1ccc(C)c(OCc2nc3ccccc3n2C)c1	12%
CNC(=O)[C@@H]1CN(C(=O)NCc2ccccc2)C[C@H]1c1nc(C)no1	-1%
Cn1c(N)c(C(=O)COC(=O)Cc2cccc(C(F)(F)F)c2)c(=O)n(C)c1=O	30%
CCCc1nc(C(=O)NC(c2ccc(OC)nc2)C2CC(O)C2)cs1 (stereo unspecified)	-10%
COC[C@@H]1CN(C(=O)c2cc(C)cc(C)c2)C[C@H]1C(N)=O	28%
CN1CC(C(=O)N2CCc3c(nc(-c4ccncc4)nc3N(C)C)C2)CC1=O (stereo unspecified)	-24%
CC1(C)C(=O)N(Cc2ccccc2F)[C@H]2CN(C3CCOCC3)C[C@H]2[S+]1(=O)[O-]	16%[86.2 µM]
COc1ccccc1OCC(=O)N1CCC(c2nc3ccccc3o2)CC1	-20%
CC(=O)c1cccc(NC(=O)c2nc3ccccc3n(C)c2=O)c1	-10%
Cc1cc(N2CCN(c3ccccc3F)CC2)n2cnnc2n1	-18%
Cc1noc2nc(C3CC3)cc(C(=O)NCc3ccc4c(c3)OCCO4)c12	8%
COc1ncc(-c2ccc3ncn(C4CC4)c(=O)c3n2)cn1	32µM*
Cc1cccc(OC[C@H]2C[C@@H](NCc3c(C)noc3C)[C@H](O)[C@@H]2O)n1	u
CCOc1ccc(NC(=O)CN2C(=O)NC3(CCC(C)CC3)C2=O)cc1 (stereo unspecified)	-12%
Cc1ccc(NC(=O)N2C[C@@H](Oc3ccccc3)C[C@H]2C(=O)N2CCOCC2)cc1C	0%
Cc1ccc(N(CC(=O)NC2CCCCCCC2)S(=O)(=O)N(C)C)cc1	16%

Quoted from the listing.
CCN(CC)C(=O)c1cc(-c2ccc(Br)cc2)nc2ccccc12 – KDM5B inh: -14%
CNC(=O)[C@@H]1CN(C(=O)NCc2ccccc2)C[C@H]1c1nc(C)no1 – KDM5B inh: -1%

Pulled by structure from the list above, 3 records:
SMILES	KDM5B inh
COc1ncc(-c2ccc3ncn(C4CC4)c(=O)c3n2)cn1	32µM*
CNC(=O)[C@@H]1CN(C(=O)NCc2ccccc2)C[C@H]1c1nc(C)no1	-1%
COC[C@@H]1CN(C(=O)c2cc(C)cc(C)c2)C[C@H]1C(N)=O	28%

Rewritten as a markdown table: entries from further up.
| canonical_smiles | KDM5B inh |
| --- | --- |
| CNC(=O)[C@@H]1CN(C(=O)NCc2ccccc2)C[C@H]1c1nc(C)no1 | -1% |
| Cc1noc2nc(C3CC3)cc(C(=O)NCc3ccc4c(c3)OCCO4)c12 | 8% |
| Cc1ccc(NC(=O)N2C[C@@H](Oc3ccccc3)C[C@H]2C(=O)N2CCOCC2)cc1C | 0% |
| CC1(C)C(=O)N(Cc2ccccc2F)[C@H]2CN(C3CCOCC3)C[C@H]2[S+]1(=O)[O-] | 16%[86.2 µM] |

Further structures follow:
SMILES	KDM5B inh
O=C(NC1CC1)C(NCc1ccc(F)cc1)c1ccc(F)cc1 (stereo unspecified)	-7%
CC(C)NC(=O)N1CCC(OCCOc2cccnc2)CC1	-4%
O=C1NC2(CCN(C(=O)OCc3ccccc3)C2)N=C1c1ccncc1 (stereo unspecified)	-11%[86.2 µM]
O=C1NCc2ccccc2CC12CCN(CCCc1ccccc1)C2 (stereo unspecified)	12%[115 µM]
Cc1nn(CCC(=O)N2CCN(c3ccccc3F)CC2)c(C)c1S(=O)(=O)N1CCCC1	-21%
COc1ccc(CNC(=O)N2CCC(CCOc3ccccc3OC)C2)cc1 (stereo unspecified)	8%
Cc1ccc(S(=O)(=O)CCSc2ccc(C(F)(F)F)cn2)cc1	7%
CCC(=O)Nc1nc(C)c(-c2csc(Nc3cccc(O)c3)n2)s1	u
COc1ccc(S(=O)(=O)Nc2c(N3CCCC3)c3ccccc3oc2=O)cc1Cl	9%
Cc1nccc(-c2cccc(N/N=C(\C#N)C(=O)c3ccccc3)c2)n1	-29%
Cc1ccccc1CN1CCC(CN(Cc2cccnc2)C(=O)C2CC=CCC2)CC1 (stereo unspecified)	22%
CCN(C1CCCCC1)S(=O)(=O)c1ccc(-n2cnnn2)c(C)c1	19%
Cc1cc(=O)oc2cc(NC(=O)CCOc3ccccc3)ccc12	u
Cc1ccc(C(=O)N2CCN(S(=O)(=O)N3CCCCC3)CC2)cc1	-34%
Cc1cnn(CCC(=O)N2CCC3(CCNCC3)CC2)c1	17%
COC(=O)C(C)NC(=O)C12CC3CC(CC(Br)(C3)C1)C2 (stereo unspecified)	14%
CCOCCCNC(=O)Cn1ncc2c([nH]c3ccccc32)c1=O	-9%
Cc1ccc(NC(=O)c2cc(-c3ccc(Br)s3)nc3ccccc23)cc1F	-28%
Cc1cc(C)n(C(=O)COc2ccccc2[N+](=O)[O-])n1	21%
COc1ccc(C2=NC(C)(C)Cc3cc(OC)c(OC)cc32)cc1	-6%
Cc1cccc(NC(=O)CSCC(=O)N(C)Cc2ccc(Cl)c(Cl)c2)c1	-14%
Cc1cc(Cl)ccc1OCC(=O)Nc1ccc(N2CCN(C(=O)c3cccs3)CC2)cc1	3%
Cc1cccc(OCC(=O)Nc2cc(-c3nn(C)c(=O)c4ccccc34)ccc2N2CCOCC2)c1	11%
Cc1ccc(Cn2c(Sc3ccc(C)cc3)nc3c2c(=O)[nH]c(=O)n3C)cc1	2%
CCOc1ccc(CNC(=O)c2cc(=O)[nH]c3ccc(S(=O)(=O)N4CCCC4)cc23)cc1	11%
Cc1c(C)c2ccc(OCC(=O)NCCCn3ccnc3)c(C)c2oc1=O	u
Cc1nc2cccnc2n1CC1CCCN(S(=O)(=O)c2ccc(F)cc2)C1 (stereo unspecified)	-8%
O=c1[nH]c(C2CCN(Cc3cccc(-c4cccs4)c3)CC2)nc2ccc(F)cc12	-20%
Cc1cccc(-c2nnc(SCC(=O)NC3CCCCC3)o2)c1	u
COc1ccc(C(=O)Nc2ccc3c(c2)CN(C(C)c2ccc(F)cc2)C(=O)CO3)cc1OC (stereo unspecified)	-35%

Entries listed so far with a cyano group, in the order listed:
SMILES	KDM5B inh
CNC(=O)NC[C@H]1CCN(Cc2ccccc2C#N)C[C@H]1N(C)C	4%
Cc1nccc(-c2cccc(N/N=C(\C#N)C(=O)c3ccccc3)c2)n1	-29%

New compounds follow.
SMILES	KDM5B inh
CCCCn1c(=O)[nH]c(=O)c2c1nc(CN1CCN(S(=O)(=O)c3ccccc3)CC1)n2CC	4%
O=C1CC2(CCN(CC3CCOCC3)C2)Nc2ccccc2N1 (stereo unspecified)	-29%[149 µM]
O=C(Nc1cc(C(F)(F)F)ccc1N1CCOCC1)C1CC1	6%
O=C(c1cc2ccccc2oc1=O)N(Cc1ccccc1)c1cccc([N+](=O)[O-])c1	-2%
CSc1cccc(NC(=O)N2CCC3(CCC(=O)N(C4CC4)C3)CC2)c1	22%
COc1ccc(C(=O)N[C@@H]2CN(C(=O)NCc3ccccc3)CCC[C@H]2O)cc1	-29%[86.2 µM]
O=C(O)c1ccc2nc(-c3ccc(-c4ccccc4)cc3)c(-c3ccc(-c4ccccc4)cc3)nc2c1	u
Cc1ccc(C)c(NC(=O)CS(=O)(=O)c2cccc3nsnc23)c1	24%
CNc1ncc(C(=O)N2CCCC(c3[nH]ncc3-c3ccc(F)cc3)C2)cn1 (stereo unspecified)	u
NC(=O)[C@H](Cc1ccc(O)cc1)NC(=O)C1=C[C@@H](NC(=O)c2cnccn2)[C@@H](O)[C@H](O)C1	u
O=C(NCCCc1nnc2ccccn12)C1CC(=O)N(c2n[nH]c3ccccc23)C1 (stereo unspecified)	-19%
COc1ccccc1C(=O)NC[C@@H]1C=C(C)[C@H](CC(=O)N2CCCC2)C[C@H]1C(C)C	-3%[86.2 µM]
O=S(=O)(c1ccc(Cl)c2ccccc12)N1CCCC1	9%
CN(Cc1ccccc1)C(=O)Cn1nc2c(cc1=O)CCCC2	12%
COc1cccc(-c2nc(-c3nnn4c3COC(c3ccc(C)cc3)C4)no2)c1 (stereo unspecified)	u
COc1ccc(NC(=O)NCC2CCN(Cc3ccccc3F)CC2)c(OC)c1	-4%
COc1cccc(CN(C)C(=O)Cc2c[nH]c3ccccc23)c1	-19%
Cc1cc(C)n(-c2nc3c(c(=O)[nH]c(=O)n3C)n2C/C=C/c2ccccc2)n1	13%
O=C(Cn1nc2c(cc1=O)CCCCC2)Nc1ccncc1	37%[activator]
O=C(NCc1ccccc1)c1cnc2n1CCN(Cc1ccc3c(c1)CCO3)CC2	-17%[86.2 µM]
COCc1nc(-c2ccc(OC3CCN(C(=O)c4n[nH]c5ccccc45)C3)cc2)no1 (stereo unspecified)	-28%
CCO[C@H]1CN(C(=O)CCCOc2ccccc2)C[C@@H]1O	8%
CNC(=O)CCn1ncc2cc(OCc3ccccc3-c3ccsc3)ccc21	u
COc1ccc(CNC(=O)CSc2ncc3c(n2)-c2ccc(Cl)cc2N(Cc2ccccc2)S3(=O)=O)cc1	-28%
COc1ccc2c(c1)cc(C(=O)Nc1cccc(C)c1C)n2C	-8%
O=C(C1CCCCC1)N1CCCC(n2cc(-c3nc(-c4ccccc4)no3)nn2)C1 (stereo unspecified)	13%
Cc1ccc(CNC(=O)c2cc3cc(C)ccc3n2C)cc1	-11%
CC(C)CNC(=O)Cn1ccc2c(Cl)cccc21	2%
CCn1c(CO)nnc1C1CC(NC(=O)c2cnc3sccn3c2=O)C1 (stereo unspecified)	28µM*
Cn1ccnc1C(=O)N1CCC(C(=O)N2CCCCCCNC(=O)CC2)CC1	-7%
CCOC(=O)c1ccccc1NC(=O)COC(=O)CC(C)(C)CC1=NS(=O)(=O)c2ccccc2N1	u
Cc1cnc(CC2CCN(S(=O)(=O)c3ccc4c(c3)CCC4)C2)n1CC1CC1 (stereo unspecified)	23%
CCN(CC)C(=O)CSc1nc2sc(C)c(C)c2c(=O)[nH]1	-15%
COC[C@@]12CC[C@@H](N3CCOCC3)C[C@H]1CCN(Cc1cccc3nonc13)C2	-8%
O=C(NCC(F)F)C1CN(Cc2ccccc2)C(=O)N1 (stereo unspecified)	-7%[86.2 µM]
CCOc1ccc(NC2SC(=O)N(Cc3ccccc3)C2=O)cc1 (stereo unspecified)	u
O=C(c1ccc(F)c(F)c1)N1CCC[C@H]1c1nc(-c2ccccc2)no1	-17%
CCC1CCCCN1C(=O)c1nn(-c2ccc(C)cc2)c(=O)c2c1c1ccccc1n2C (stereo unspecified)	4%
CC(C)N1CCC(N2CCN(Cc3cn[nH]c3-c3cccc(F)c3)CC2CCO)CC1 (stereo unspecified)	34%[activator]
CN(Cc1cccc2ccccc12)C(=O)Cc1cn(C)c2ccccc12	-16%
Cc1nn(C)c(C)c1NC(=O)COc1ccc(Cl)cc1	30%
O=c1[nH]c(SCc2ccc(F)cc2)nc2c1CCCC2	10%
Cc1ccc(SCCNC(=S)NC2CC2)cc1	-5%
CC1(CNc2ccccc2)COc2ccc(C(=O)NCCOc3ccccc3)cc2N1 (stereo unspecified)	28µM*
COCC1CN(S(=O)(=O)c2c(C)noc2C)CC12CCNCC2 (stereo unspecified)	17%
COCc1nc(C2CC(Nc3ncnc4ccsc34)C2)cc(=O)[nH]1 (stereo unspecified)	30%
O=C(c1cnn(C(=O)CN2CCCC2=O)c1)c1ccccc1O	-14%
COc1cccc(CC(=O)N2CCCN(c3cc(-c4ccc(Br)cc4)[nH]n3)CC2)c1	-18%
CCCCCCNC(=O)c1ccc(Nc2ccc(-c3ccccc3)nn2)cc1	17%
Cc1cc(C)cc(-c2ccc(C(=O)NCCCn3ccnc3C(C)C)cn2)c1	-19%
COc1ccc(CNC(=O)c2cc(-c3cccs3)nc3ccccc23)c(OC)c1	-54%
N/C(=N\OC(=O)c1ccc(Cl)cc1Cl)c1ccncc1	-15%
O=C(Nc1ccc(Oc2ccccc2)cc1)N[C@H]1CO[C@H]2[C@@H]1OC[C@@H]2n1cc(-c2ccccc2)nn1	1%
COc1ccc2c(c1)c(C(C(=O)O)N1CCN(CCC#N)CC1)cn2CC(=O)O (stereo unspecified)	u
O=C(CN1C(=O)CNC1=O)NCc1cccnc1Oc1ccccc1F	-24%
Cn1nccc1CN1CCC(n2cc[nH]c2=O)CC1	6%[86.2 µM]

Screening results as filed in PubChem.
